TDP1 cell CPT: growth inhibition of DT40 Tdp1-/-;hTDP1 cells with camptothecin (screen for TDP1 inhibitors); actives 12% (n = 420,000); chicken DT40 Tdp1-/-;hTDP1 cells + 20 nM CPT, ATP luminescence, 48 h; Potency, µM (series often up to 46.2 µM), for inactives: at the highest dose activity change, negative = growth inhibition, most hits filed as inhibitors; further: nearly all actives have a fitted effect of over 55% in size
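Chicken DT40 Tdp1-/- cells complemented with human TDP1, 400 cells/well, exposed to compounds plus 20 nM camptothecin for at least 48 h at 37 C; viability read as ATP content by CellTiter-Glo luminescence.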
DT40 TDP1 no CPT: qHTS for Inhibitors of human tyrosyl-DNA phosphodiesterase 1 (TDP1): qHTS in cells in absence of CPT; AID 686978, 2013; actives 15% (n = 420,000); Potency, µM (series often up to 46.2 µM), without a hit: at the highest dose activity change, negative = growth inhibition, usual class: inhibitors; DT40 Tdp1-/- hTDP1 cells, no CPT, ATP luminescence, 48 h; further: nearly all actives have a fitted effect of over 55% in size
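Chicken DT40 Tdp1-/- cells complemented with human TDP1, screened without camptothecin (DMSO vehicle only), 400 cells/well. Compounds pin-transferred, cells incubated at 37 °C for at least 48 hr. Growth read as ATP-dependent luminescence (CellTiter-Glo, 30 min at RT).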
GCN5L2 inh: GCN5L2 (KAT2A) acetyltransferase inhibition | Q92830 | Potency, µM (series often up to 58.9 µM), without a hit: top-dose activity change, negative = inhibition, actives largely listed as inhibitors | GCN5L2 HAT assay, ThioGlo1 CoA-SH fluorescence | AID 504327 | actives 0.21% (n = 390,000)
Target sequence (Q92830 whole entry, looked up): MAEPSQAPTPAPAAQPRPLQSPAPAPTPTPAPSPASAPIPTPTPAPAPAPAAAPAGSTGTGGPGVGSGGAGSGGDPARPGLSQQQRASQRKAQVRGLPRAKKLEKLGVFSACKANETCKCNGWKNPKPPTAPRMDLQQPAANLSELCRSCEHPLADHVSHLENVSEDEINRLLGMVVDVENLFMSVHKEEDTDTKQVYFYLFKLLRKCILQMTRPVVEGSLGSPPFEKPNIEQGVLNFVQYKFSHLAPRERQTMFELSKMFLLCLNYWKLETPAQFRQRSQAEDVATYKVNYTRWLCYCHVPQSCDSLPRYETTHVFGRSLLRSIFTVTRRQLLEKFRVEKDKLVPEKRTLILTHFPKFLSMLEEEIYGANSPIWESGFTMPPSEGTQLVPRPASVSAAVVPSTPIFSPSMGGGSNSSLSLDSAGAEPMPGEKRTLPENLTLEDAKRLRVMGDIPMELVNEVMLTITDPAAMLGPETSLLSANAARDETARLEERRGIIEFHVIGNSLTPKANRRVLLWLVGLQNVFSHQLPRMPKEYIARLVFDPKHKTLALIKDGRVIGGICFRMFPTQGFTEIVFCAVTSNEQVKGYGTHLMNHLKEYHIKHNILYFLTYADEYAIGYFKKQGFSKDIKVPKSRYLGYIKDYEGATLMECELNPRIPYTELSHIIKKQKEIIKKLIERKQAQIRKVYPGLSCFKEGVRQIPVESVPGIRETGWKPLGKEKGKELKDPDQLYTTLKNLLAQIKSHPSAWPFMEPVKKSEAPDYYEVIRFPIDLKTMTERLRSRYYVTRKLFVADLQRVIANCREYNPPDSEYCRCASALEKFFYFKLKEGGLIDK
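ThioGlo1-coupled HAT assay: 20nM GCN5L2, 70uM acetyl-CoA, 75uM H3(1-25) peptide, pH 7.5. Fluorescence read at 340/540nm at start and after 20 min at room temperature.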
* = called active by the depositor; ? = inconclusive; . = no result given; & = joins results of further samples; [ ] = another dose, or the depositor's remark. The call rests on the fitted dose curve; in most records, active means well fitted curve in the direction sought with a large enough effect; inconclusive means small, poorly fitted or top-dose-only effect, or another doubt; inactive means no such curve, though single readings can be large; an effect the other way counts as inactive or inconclusive. On the % scale 0 is the no-effect control and ±100 the full control effect; potency means the concentration at half of the fitted maximal effect. The list is partial; the hit share may differ from the screen's.

structure,TDP1 cell CPT,DT40 TDP1 no CPT,GCN5L2 inh
CSc1oc(-c2ccco2)nc1S(=O)(=O)c1ccc(F)cc1,1.7%,?,-5.9%
C=CCn1cc(C(=O)N2CCN(CC)CC2)c(=O)c2cc(S(=O)(=O)N(CC)CC)ccc21,?,11.6%,-11.9%
CC(=O)Nc1ccc(NC(=O)C(C)OC(=O)c2ccc(S(=O)(=O)N3CCCCC3)cc2)cc1 (centres undefined),2.2%,?,-5.5%
CCOC(=O)c1c(-c2ccccc2)csc1NC(=O)c1cc(-c2cccc(Cl)c2)on1,2.2%,-15.3%,-13.7%
CC1(C)CC(C(CC(=O)N2CCCC2)Cc2ccccc2)CCO1 (centres undefined),-28.1%,-1.1%,?
COc1ccc(C2CC(c3cccs3)=NN2C(=O)c2ccccc2)cc1OC (centres undefined),0.7%,-22.4%,-9.8%
Cc1ccc(CN2CCN(Cc3cc(=O)c4ccccc4[nH]3)CC2CCO)o1 (centres undefined),0.5%,17.1%,-3.5%
CCCC(C(=O)NC1=NCCS1)c1ccccc1 (centres undefined),-1.7%,-17.2%,-8.0%
CC(=O)N1CCN(c2ccccc2NC(=O)c2cc(Br)ccc2Cl)CC1,-25.3%,?,-9.6%
COc1ccc(C2=Nc3ccccc3NC(=O)C2N(Cc2ccccc2)C(=O)C2=NNC(=O)CC2)cc1 (centres undefined),?,?,.
CCOC(=O)Cc1csc(SCC(=O)Nc2cc(Cl)ccc2Oc2ccccc2)n1,?,?,-19.0%
CCOc1ccccc1N=Nc1c(C)[nH]n(-c2ccccc2)c1=O,-22.5%,-6.1%,1.3%

Next entries
structure,TDP1 cell CPT,DT40 TDP1 no CPT,GCN5L2 inh
COCCCn1c(CCC(=O)O)ccc1-c1ccc(F)cc1,-3.9%,-4.4%,-11.2%
Cc1cc(C(=O)CCC(=O)N(C)CC(=O)Nc2ccc(OC(F)(F)F)cc2)c(C)s1,?,?,-11.9%
Cc1c(NC(=S)N/N=C/c2ccc(Br)cc2)c(=O)n(-c2ccccc2)n1C,?,-25.4%,-2.7%
COc1cc(OC)cc(C(=O)NC2=NCCS2)c1,1.4%,-9.9%,-1.4%
O=C(O)c1cccc(NS(=O)(=O)c2ccc(-c3ccc(S(=O)(=O)Nc4cccc(C(=O)O)c4)cc3)cc2)c1,2.1%,-8.0%,3.3%
COc1cc(OC)c2c(c1C(CCN1CCOCC1)c1ccc(N(C)C)cc1)OC(=O)CC2c1ccc(N(C)C)cc1 (centres undefined),16.4µM*,?,-13.2%
Cc1ccc(OC(=S)Nc2ccc(F)cc2)cc1,2.7%,-14.2%,4.2%
CSc1ccccc1NC(=O)CSCc1ccc(Br)cc1,3.4%,-2.5%,-10.9%
CC(=O)Nc1ccc(SCC(=O)OCC(=O)NC(=O)NCCC(C)C)cc1,0.9%,-0.8%,-3.2%
CC(C)CNC(=O)CCc1nc(-c2ccccc2)no1,-11.0%,?,0.5%
CCOc1ccc(/C=N/NC(=O)NC23CC4CC(CC(C4)C2)C3)cc1O,?,?,-2.3%
CCc1cc2cccc(C)c2nc1SCC(=O)NC1CCCC1,-0.5%,-13.7%,-5.0%

More results:
structure,TDP1 cell CPT,DT40 TDP1 no CPT,GCN5L2 inh
CCc1ccc(OCc2nc(-c3ccc(OC)c(OC)c3)no2)c(Br)c1,-26.5%,?,-7.7%
COc1ccc(C2C(C(=O)Nc3ccc(C)cc3C)=C(C)Nc3nc(SCc4cccc(C)c4)nn32)c(OC)c1 (centres undefined),?,-10.6%,0.7%
CC(Oc1ccc2c(-c3ccccc3)cc(=O)oc2c1)C(=O)NC(Cc1c[nH]c2ccc(O)cc12)C(=O)O (centres undefined),4.7%,-14.9%,0.9%
NC(=O)C(c1ccc(F)cc1)c1ccc(C(=O)c2ccccc2)cc1 (centres undefined),?,-28.8%,2.9%
N/C(=N\OC(=O)/C=C/c1ccccc1)c1cccnc1,-15.7%,8.3%,-3.2%
CC(C)(C)c1nc(N)nc(=O)[nH]1,-14.0%,-9.0%,-0.1%
Cc1cccc(NC(=O)c2cccc(S(=O)(=O)N3CCc4ccccc4C3)c2)n1,?,?,-4.1%
CC(=O)NCCNc1nc(-c2ccccc2C)nc2ccccc12,-25.6%,-23.7%,-9.1%
Cc1cc(NS(=O)(=O)c2ccc(NS(=O)(=O)c3ccc(Br)cc3)cc2)no1,13.7%,-2.8%,2.5%
CCCCCN=C(C)c1c(O)c2ccccc2oc1=O,-4.2%,-7.0%,-2.7%
CC1CCN(CCCNC(=O)CN2C(=O)CSc3ccc(S(=O)(=O)N4CCC(C)CC4)cc32)CC1,?,14.6µM*,-5.4%&-8.2%
CC1(C)CC(NC(=O)COc2ccc([N+](=O)[O-])cc2)CC(C)(C)N1,11.3%,-0.2%,-1.1%

Carrying on.
structure,TDP1 cell CPT,DT40 TDP1 no CPT,GCN5L2 inh
Cc1cc2ccccc2n1-c1ccc(C(=O)N2CCC(C(=O)NCc3ccccc3Cl)CC2)s1,16.4µM*,-97.0%,-2.9%
O=C(CSc1nnc(CNc2ccc(Cl)cc2)n1Cc1ccccc1)NCc1ccco1,-27.5%,?,-6.9%
COc1cc(OC)cc(-c2c(-c3cccs3)c3cc(-c4ccc5cc[nH]c5c4)ccc3n2C)c1,?,13µM*,1.0%
Cc1cc(Oc2nc3ccccn3c(=O)c2/C=C(\C#N)C(=O)NC2CCS(=O)(=O)C2)ccc1Cl (centres undefined),-25.3%,16.4µM*,-8.4%
CCCCOc1ccc(Cl)cc1CSc1nncn1N,-19.9%,-20.7%,-2.4%
CC1CCCN(C(=O)COc2ccc3c(c2)OCO3)C1 (centres undefined),-3.4%,3.3%,-7.1%
CC(C)(C)NC(=O)C(c1ccc(O)cc1)N(C(=O)CCC(=O)Nc1nccs1)c1ccc(F)cc1 (centres undefined),-23.5%,?,-3.9%
N#CC1(NC(=O)COc2ccc3oc4ccccc4c3c2)CCCCC1,6.6%,-3.8%,73.1%[activator]
CCC(C)(C)c1ccc(OC(=O)c2cccnc2Cl)cc1,?,?,-10.2%
COc1cccc(Cn2c(=O)n(Cc3ccccc3)c(=O)c3c2c2cc(OC)ccc2n3C)c1,0.5%,7.9%,-4.6%
CN(C)c1nc(-c2ccccc2)cc(C(F)(F)F)c1C#N,-13.0%,-23.8%,-10.4%
COc1ccc(CCNCc2c(-c3ccccc3)n(C)c3ccccc23)cc1,16.4µM*,16.4µM*,-7.0%

(list continues)
structure,TDP1 cell CPT,DT40 TDP1 no CPT,GCN5L2 inh
O=C(CC1Nc2ccccc2NC1=O)Nc1ccccc1 (centres undefined),?,?,-26.2%
CCCCC(CC(O)COCC(C)C)C(=O)NN (centres undefined),6.3%,-1.3%,1.8%
CSc1nnc(-c2ccc(S(=O)(=O)N3CCCCC3)cc2)o1,-8.1%,-15.8%,-0.3%
CCOc1ccc(OCC)c(NS(=O)(=O)c2cccc3nsnc23)c1,-10.8%,-24.0%,-7.3%
Cc1ccccc1NC(=O)c1ccc(CN(c2ccccc2)S(=O)(=O)c2ccccc2)cc1,?,?,2.5%
Cn1c(=O)c(C(=O)NCc2ccc(Cl)cc2)c(O)c2ccccc21,?,?,-6.6%
CCN(C(=O)c1cc(S(=O)(=O)N2CCc3ccccc32)cn1C)c1ccccc1,?,?,-4.9%
Oc1ccc(N2CCN(C(=S)NCc3ccccc3)CC2)cc1,11.6µM*,13µM*,-3.1%
CCOC(=O)c1sc(NC(=O)CSc2nc3c(cc2C#N)CCCCC3)c(C#N)c1C,?,?,-6.8%
COc1cc(/C=C2\N=C(c3ccccc3)OC2=O)ccc1OC(C)=O,-14.2%,-19.4%,-0.8%
Cc1oc2ncn(C)c(=O)c2c1C(=O)NC(C)c1ccccc1 (centres undefined),-19.2%,-29.5%,1.8%
O=C(c1ccco1)N1N=C(c2ccc3nccnc3c2)CC1c1ccccc1 (centres undefined),?,18.4µM*,-6.8%

Continuation:
structure,TDP1 cell CPT,DT40 TDP1 no CPT,GCN5L2 inh
Cc1ccc(-n2c(CNC(=O)c3cccs3)nnc2SCC(=O)NO)cc1,0.5%,12.6%,-4.8%
CC(=O)N(Cc1ccccc1)c1nc(-c2ccccc2)cs1,0.9%,?,-0.6%
CN(Cc1ccc(Cl)cc1)C(=O)c1ccc2ccccc2n1,?,?,-6.2%
CCCCOc1ccc(/C=N/NC(=O)c2csc(C)c2C)cc1,?,?,?
COC(=O)c1sccc1NC(=O)c1cc(-c2cccc(C)c2)nc2ccccc12,?,?,2.3%
O=C1NC(NS(=O)(=O)c2ccccc2)(C(F)(F)F)C(=O)N1c1ccc(F)cc1 (centres undefined),-0.3%,6.8%,-10.0%&6.9%
Cc1[nH][nH]c(=O)c1C(c1c(C)[nH][nH]c1=O)c1cn(Cc2cccc3ccccc23)c2ccccc12,8.2µM*,7.31µM*,-9.1%
O=C(O)c1ccccc1C=NN1CCCCCC1,3.2%,-0.4%,.
CCc1cccc(CC)c1NC1=NS(=O)(=O)c2ccccc21,-2.0%,-0.2%,-4.1%
CCOc1ccc(N(CC(=O)NN=C2CCN(C)CC2)S(C)(=O)=O)cc1,4.3%,0.1%,1.7%
O=C(Nc1ccc(CN2CCS(=O)(=O)CC2)cc1)c1ccc(Cl)cc1,-4.8%,?,-9.5%
COc1ccc(CNCCNC(=O)c2ccco2)c(OC)c1OC,-11.8%,-9.6%,0.8%

Going on with the list:
structure,TDP1 cell CPT,DT40 TDP1 no CPT,GCN5L2 inh
COc1cc([N+](=O)[O-])ccc1NC(=O)N1CCC2(CC1)Nc1ccccc1-n1cccc12,?,?,3.3%
C[C@@H]1CC=C[C@H]2[C@H]1C(=O)N(Cc1ccccc1)[C@H]2c1ccc(-c2ccc(F)cc2)cc1F,16.4µM*,13µM*,12.8%
CCC(=O)c1ccc(OCCn2cncn2)cc1,0.4%,-1.2%,1.4%
COC(=O)c1c(NC(=O)c2ccc(Br)o2)sc(C)c1C,?,-17.1%,2.3%
COc1cccc(C(=O)C[n+]2ccccc2/C=N/O)c1,-1.7%,-14.4%,-2.6%
COc1ccc(-c2cc(C(=O)NCc3cc(OC)c(OC)c(OC)c3)[nH]n2)cc1,?,?,-4.1%
COc1cc(/C=C2/C(=N)N3OC(C)=CC3=NC2=O)ccc1OC(=O)c1ccco1,-0.3%,-2.2%,-3.3%
Cc1ccc(C)c(CSc2nnc([C@@H](N)C(C)C)o2)c1,-22.6%,-0.9%,2.4%
CCCCNC(=O)C1CCN(c2nc3ccccc3nc2C(F)(F)F)CC1,16.4µM*,?,23.5%
CCC(CC)NC(=O)CN(c1ccccc1OC)S(=O)(=O)c1cccs1,-15.3%,-28.3%,-0.1%
CCCOc1ccc(NC(=O)CC2C(=O)N(c3ccc(C)cc3)C(=O)N2CCc2ccncc2)cc1 (centres undefined),?,?,-9.0%
O=C(C[n+]1ccc2ccccc2c1)c1ccc(F)cc1,?,?,.

Quoted at random: 3 records from the list, in no set order.
structure,TDP1 cell CPT,DT40 TDP1 no CPT,GCN5L2 inh
CCC(CC)NC(=O)CN(c1ccccc1OC)S(=O)(=O)c1cccs1,-15.3%,-28.3%,-0.1%
O=C(C[n+]1ccc2ccccc2c1)c1ccc(F)cc1,?,?,.
CCCOc1ccc(NC(=O)CC2C(=O)N(c3ccc(C)cc3)C(=O)N2CCc2ccncc2)cc1 (centres undefined),?,?,-9.0%

The results go on:
structure,TDP1 cell CPT,DT40 TDP1 no CPT,GCN5L2 inh
C=CCOC(=O)C1=C[C@@H](c2cn(C(C)=O)c3ccccc23)C[C@@H](OCc2ccc(CO)cc2)O1,?,?,.
CCOc1cc(/C=N/n2nnnc2N)ccc1OCc1c(C)no[n+]1[O-],-18.0%,-15.2%,-2.0%
CC1(C)CC(NC(=O)c2cccc(S(=O)(=O)Nc3cccc(Cl)c3)c2)CC(C)(C)N1,-25.4%,-2.7%,-4.4%
c1ccc(-c2ncc(CSc3nncn3-c3ccccc3)s2)cc1,?,18.4µM*,-6.0%
CN(C)CCN1CCN(C2CN(Cc3ccccc3)S(=O)(=O)C2)CC1 (centres undefined),-17.1%,2.4%,.
c1ccc(Cc2nn3c(C4COc5ccccc5O4)nnc3s2)cc1 (centres undefined),?,?,?
CC[C@H](C)[C@@H]1NC(=O)c2cc([N+](=O)[O-])cc(F)c2OCC[C@@H](C(N)=O)NC(=O)[C@H](CCCCN)NC1=O,-16.5%,2.3%,-1.7%
O=C(COC(=O)c1cccnc1Cl)Nc1cc(S(=O)(=O)N2CCCCC2)ccc1Cl,22.7%,-26.8%,-14.9%

Screens deposited in PubChem BioAssay by National Center for Advancing Translational Sciences (NCATS).
